# Screens: PubChem BioAssay, National Center for Advancing Translational Sciences (NCATS)
# aSyn tox rescue: rescues yeast growth from alpha-synuclein toxicity. AID 1347070. Potency, µM (top dose mostly 46.1 µM), for inactives: at the top dose growth rescue (activation), usual class: activators. 94,000 tested, 0.02% active. S. cerevisiae alpha-synuclein toxicity rescue, BacTiter-Glo growth, 24 h; active means well fitted activation curve with a large enough effect; inconclusive means small, poorly fitted or top-dose-only effect; further: 0% is about no effect
#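 Growth restoration measured by BacTiter-Glo luminescence after 24 hr at 30 deg C; alpha-synuclein yeast, raffinose-pregrown to mid-log, were added at OD600=0.02 in galactose medium onto pinned compounds.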
# * = called active by the depositor; ? = inconclusive; [ ] = another dose, or the depositor's remark. Potency means the concentration at half of the fitted maximal effect. Some of the compounds tested, so the mix of outcomes need not match the whole.
nr	Compound	aSyn tox rescue
1	CCc1cc2c(cc3c(=O)n(CC(=O)N4CCCCC4)nc(CC)n32)s1	8%
2	COC(=O)c1ccccc1NC(=O)CCc1ccccc1	-7%
3	CC1(c2ccc([N+](=O)[O-])cc2)NC(=O)N(CC(=O)Nc2ccc(N3CCCCC3)cc2)C1=O (stereo unspecified)	-2%
4	Cn1c(=O)n(C)c2cc(N3CCOCC3)c(NC(=O)c3ccc(C(C)(C)C)cc3)cc21	-5%
5	CCOc1ccc(-c2cccc(NS(=O)(=O)c3cc([N+](=O)[O-])ccc3Cl)c2)nn1	5%
6	COc1ccc(NC(=O)COc2ccc(/C=C/c3cc[n+](C)cc3)cc2OC)cc1	2%
7	COC(=O)c1c(-c2ccc(Cl)cc2)noc1N1CCN(c2cccc(C(F)(F)F)c2)CC1	2%
8	CCN(CC)C(=O)c1cc(C(C)(C)C)c(O)c(C(C)(C)C)c1	1%
9	COc1ccc(CNC(=O)CCS(=O)(=O)c2ccc3c(c2)oc(=O)n3C)cc1	3%
10	Cc1ccccc1CNC(=O)C(=O)NCC(c1ccco1)S(=O)(=O)c1cccs1 (stereo unspecified)	3%
11	COc1cc(/C=N/NC(=O)c2ccncc2)c([N+](=O)[O-])cc1OC	-4%
12	COc1ccccc1NC(=O)C1=C(C)Nc2ncnn2C1c1sccc1C (stereo unspecified)	5%
13	O=S(=O)(NCC(c1cccnc1)N1CCN(c2ccc(F)cc2)CC1)c1cccs1 (stereo unspecified)	-5%
14	CCOc1ccc(S(=O)(=O)N2CCCCC2)cc1NC(=O)C1CSC2(C)CCC(=O)N12 (stereo unspecified)	-4%
15	COc1cc(OC)c(NC(=O)CCS(=O)(=O)c2ccc3c(c2)oc(=O)n3C)cc1Cl	3%

# Values in list order from the list.
# aSyn tox rescue, nos. 5 to 11 → 5%, 2%, 2%, 1%, 3%, 3%, -4%

# Four entries from above in a different format.
9: COc1ccc(CNC(=O)CCS(=O)(=O)c2ccc3c(c2)oc(=O)n3C)cc1
  aSyn tox rescue = 3%

8: CCN(CC)C(=O)c1cc(C(C)(C)C)c(O)c(C(C)(C)C)c1
  aSyn tox rescue = 1%

11: COc1cc(/C=N/NC(=O)c2ccncc2)c([N+](=O)[O-])cc1OC
  aSyn tox rescue = -4%

6: COc1ccc(NC(=O)COc2ccc(/C=C/c3cc[n+](C)cc3)cc2OC)cc1
  aSyn tox rescue = 2%

# Next compounds follow.
nr	Compound	aSyn tox rescue
16	CCN(CC)S(=O)(=O)c1ccc2c(c1)c(=O)c(C(=O)N1CCN(c3ccc(OC)cc3)CC1)cn2C	-2%
17	O=C(NCCNC(=O)c1ccccn1)c1ccccc1	-4%
18	Cc1ccc(-n2c(=O)c3cccnc3n2CC(=O)Nc2cc(Cl)ccc2C)cc1	-18%
19	Cc1c(C(=O)Nc2ccc(F)c(F)c2)oc2ccc(S(=O)(=O)N3CCCCC3)cc12	-15%
20	O=C(NC(=S)Nc1ccccc1Br)c1ccco1	-14%
21	O=C(OCC(=O)N1CCN(c2ccccc2)CC1)c1ccccc1NCCO	7%
22	O=C(Nc1c2c(nn1-c1ccc(Cl)cc1)CS(=O)(=O)C2)c1ccc(Br)cc1	-4%
23	CO/N=C/CC(=O)c1cnc(-c2ccccc2)s1	18%
24	COc1ccc(CCNC(=O)CCn2c(=O)c3ccccc3n(Cc3ccccc3C)c2=O)cc1OC	-1%
25	Cc1ccc(C)c(Cn2c3ccccc3c3cnn(CC(=O)NCCC4=CCCCC4)c(=O)c32)c1	-9%
26	Cc1ccc2scc(N3CCCCC3C)c(=O)c2c1 (stereo unspecified)	6%
27	CC(=O)Nc1ccc(S(=O)(=O)N2CCC(c3ccncc3)CC2)cc1	-9%
28	CCCCNC(=O)Cn1cnc2ccc(S(=O)(=O)N3CCC(C)CC3)cc2c1=O	1%
29	CCc1cccc(NC(=O)Cn2c(-c3ccc(F)cc3)cc(C(C)=O)c2C)c1	6%
30	O=C(NCc1cccs1)c1ccc(CSc2nc3ccncc3n2Cc2ccccc2)cc1	-1%

# Part of the list above, with each value named:
(26) Cc1ccc2scc(N3CCCCC3C)c(=O)c2c1 (stereo unspecified)
- aSyn tox rescue = 6%

(27) CC(=O)Nc1ccc(S(=O)(=O)N2CCC(c3ccncc3)CC2)cc1
- aSyn tox rescue = -9%

(28) CCCCNC(=O)Cn1cnc2ccc(S(=O)(=O)N3CCC(C)CC3)cc2c1=O
- aSyn tox rescue = 1%

(29) CCc1cccc(NC(=O)Cn2c(-c3ccc(F)cc3)cc(C(C)=O)c2C)c1
- aSyn tox rescue = 6%

# Returning to the listing, repeating the 5 entries before the break.
nr	Compound	aSyn tox rescue
26	Cc1ccc2scc(N3CCCCC3C)c(=O)c2c1 (stereo unspecified)	6%
27	CC(=O)Nc1ccc(S(=O)(=O)N2CCC(c3ccncc3)CC2)cc1	-9%
28	CCCCNC(=O)Cn1cnc2ccc(S(=O)(=O)N3CCC(C)CC3)cc2c1=O	1%
29	CCc1cccc(NC(=O)Cn2c(-c3ccc(F)cc3)cc(C(C)=O)c2C)c1	6%
30	O=C(NCc1cccs1)c1ccc(CSc2nc3ccncc3n2Cc2ccccc2)cc1	-1%
31	O=S(=O)(NCC(c1ccc2c(c1)OCO2)N1CCOCC1)c1ccc(F)cc1 (stereo unspecified)	-9%
32	CCN(C(=O)CN1C(=O)COc2ccc(S(=O)(=O)N3CCOCC3)cc21)c1ccc(OC)cc1	-8%
33	COc1ccccc1CCNC(=O)COc1cccc2c1OC(C)(C)C2	17%
34	CCCN1C(=O)C(O)(CC(=O)c2ccc(CC)cc2)c2cc(Br)ccc21 (stereo unspecified)	?
35	O=c1cc(CO)[nH]cc1OCc1ccccc1	6%
36	O=C(NCc1cccc(Cl)c1)C1CCN(c2nnc(N3CCCC3=O)s2)CC1	-1%
37	CCN(c1ccccc1)S(=O)(=O)c1ccc(OC)c(NC(=O)c2ccco2)c1	8%
38	COc1cccc(/C=N/NC(=O)C(c2ccncc2)N2CCOCC2)c1 (stereo unspecified)	-2%
39	Cn1c(=O)oc2cc(S(=O)(=O)N3CCCC(C(=O)N4CCN(c5cccc(Cl)c5)CC4)C3)ccc21 (stereo unspecified)	1%
40	CCCNC(=O)C1CCC(Cn2c(=O)c3sccc3n(Cc3ccccc3C)c2=O)CC1 (stereo unspecified)	3%
41	CC(C)N=C(NS(=O)(=O)NC(=O)c1ccccc1)c1ccccc1	-5%
42	CC(=O)c1ccc(NC(=O)/C=C/c2ccc(C)o2)cc1	-12%
43	COc1ccc(-c2oc3ncn4nc(COc5ccc(C)cc5)nc4c3c2-c2ccc(OC)cc2)cc1	-8%
44	CCOc1cc(-c2ccc(OC(=O)c3ccc(OC)cc3)c(OC)c2)cc(=O)c2c(C)oc(C)c12	2%
45	COc1ccc(-c2cc(=O)oc3c(C)c(OCC(=O)NCC4CCC(C(=O)O)CC4)ccc23)cc1 (stereo unspecified)	-3%
46	Cc1ccc(S(=O)(=O)N2CCN(C(=O)c3c(-c4ccccc4)noc3C)CC2)c(C)c1	-4%
47	CCOc1ccccc1NC(=O)CSc1nc2c([nH]c3ccccc32)c(=O)n1-c1ccccc1	3%
48	COc1cc(NS(=O)(=O)c2ccc(NC(=S)NC(=O)/C=C/c3ccc(OC)c(OC)c3)cc2)ncn1	-2%
49	Cc1ccccc1Nc1nc(N)nc(COC(=O)CCC(=O)c2ccc(F)cc2)n1	-2%
50	Cc1ccc(-c2noc(CNC(=O)c3ccccc3)n2)cc1	-6%
51	COCCNC(=O)C(c1ccc(OC)cc1)N(C(=O)Cn1nnc2ccccc21)c1cccnc1 (stereo unspecified)	4%
52	CC(=O)c1cccc(NC(=O)c2cnn3ccccc23)c1	-3%
53	O=C1Nc2cccc3c2N(CCC3)C2=C1CCC2	13%
54	COc1cc2c(cc1OC)C(COc1ccc3c(C)cc(=O)oc3c1)N(C(=O)c1ccccc1C)CC2 (stereo unspecified)	2%
55	COC(=O)c1ccccc1NC(=O)N1CCN(S(C)(=O)=O)CC1	4%
56	CCC(C)NC(=O)c1cn(CC)c2ccc(S(=O)(=O)N3CCc4ccccc4C3)cc2c1=O (stereo unspecified)	-1%
57	CCOC(=O)N1CCC(NC(=O)c2ccc3c(c2)N(Cc2ccccc2)C(=O)c2ccccc2S3(=O)=O)CC1	3%
58	CC(=O)Nc1ccc(S(=O)(=O)NCCCN2CCOCC2)cc1	-6%
59	O=C(COC(=O)c1cc(S(=O)(=O)N2CCOCC2)ccc1Cl)NC1CCCCC1	2%
60	Cc1ccccc1OCCC(=O)OCC(=O)NC1CCCC1	-2%
61	CCOC(=O)C1CCN(C(=O)c2cc3sc(C)cc3n2C)CC1	-5%
62	CCc1cc(C(=O)N2CCN(c3ccccc3OC)CC2)sc1C	1%
63	CCn1c(=O)cc(N2CCN(Cc3ccccc3)CC2)[nH]c1=O	3%
64	CCC(O)c1nc2ccccc2n1Cc1cccc(Cl)c1 (stereo unspecified)	4%
65	O=C(NC12CC3CC(CC(C3)C1)C2)OCCNC1CCCCC1	-5%
66	O=C(c1ccc2c(c1)N(Cc1ccc(F)cc1)C(=O)c1ccccc1S2(=O)=O)N1CCC(Cc2ccccc2)CC1	-1%
67	O=C(CC1CCCC1)NCCS(=O)(=O)N1CCN(c2ccccc2)CC1	4%
68	CCNC(=S)N=Nc1c(O)n(Cc2ccc(Cl)cc2)c2ccccc12	8%
69	N#Cc1cccc(N=c2ssnc2Cl)c1	-76%[inhibitor]
70	CCN(Cc1ccccc1)CC(O)COC(c1ccc(OC)cc1)c1ccc(OC)cc1 (stereo unspecified)	0%
71	COc1ccc(NC(=O)CSc2nc(-c3ccc(F)cc3)[nH]c2-c2ccc(C)cc2)cc1OC	2%
72	O=C(Nc1ccc2nc(SCC(=O)N3CCOCC3)sc2c1)c1ccc(F)cc1	2%
73	COc1ccc(CNCC(=O)Nc2sccc2C#N)cc1	-6%
74	CC1=C(C(=O)OC2CCCCCC2)C(c2cccc(F)c2F)CC(=O)N1 (stereo unspecified)	-5%
75	Cc1ccc(NC(=O)CC(=O)c2ccccc2)cc1C	2%
76	CCN(c1ncnc2c1cnn2-c1cc(Cl)ccc1C)C1CCCCC1	-27%
